ARNT-TACC3 inh: ARNT/TACC3 interaction disruption | inhibition, % at 9.99 µM | Q9Y6A5 | AlphaScreen His-ARNT PAS-B/GST-TACC3 binding, luminescence; TACC3 fragment carries E629A point mutation | 0.66% of 390,000 active | AID 623870;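 active = mean inhibition of replicates at least 50% and at least half of replicates each reaching 50%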;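 also: 0% = complete ARNT plus TACC3 wells and 100% = ARNT alone without TACC3; many hits fall short of the cut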
Statin myotox sup: suppression of simvastatin myotoxicity. C2C12 myotubes + simvastatin, ATP luminescence, 48 h; scaled: DMSO 0, geranylgeraniol control 100. rescue of ATP level, % at 7.49 µM. 0.78% of 330,000 active. AID 602340;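 active = mean ATP rescue above about 67%, or every replicate alone reaching that limit, limit read from the data, passing the limit was not always enough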;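 also: myotubes were challenged with 10 µM simvastatin during compound exposure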
esBAF inh: blocks esBAF chromatin remodeling in mouse ES cells. reporter increase, % at 12.5 µM. Bmi1-luciferase knock-in reporter, 24 h; 100% = twice the neutral-well signal. 2% of 350,000 active; in the data active = activation above about 40%;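 also: 0% = median of the plate's neutral control wells and 100% = double that signal; a rise in the Bmi1 reporter signal indicates esBAF inhibition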
Cneo AK release: causes C. neoformans cell lysis; adenylate kinase release luminescence, 4 h; normalised: neutral wells 0, clomiphene wells 100; 0.2% of 360,000 active; lysis activity, % at 15 µM;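 active = mean lysis activity across replicates of at least 80%, whatever share of replicates individually reach that level; inactive = mean lysis activity below 80%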
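Assay system: log-phase C. neoformans yeast / Quantity: yeast cell density of 5 × 10^6 cells/mL / Medium: fresh YPD growth medium / Compound: single dose / Timing: static 4 h at 37 °C with compound, 1 h detection / Measured by: adenylate kinase release luminescence / Read-out: lysis from increased AK signal / Benchmarks: Clomiphene as positive lysis control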
SIRT5 block: inhibitors of human sirtuin-5 desuccinylase; 1.1% of 330,000 active; Q9NXA8; inhibition, % at 15 µM; Purified SirT5, succinyl-peptide AMC, trypsin-coupled fluorescence; in the data active = inhibition above about 15%
Target sequence (Q9NXA8 whole entry, looked up): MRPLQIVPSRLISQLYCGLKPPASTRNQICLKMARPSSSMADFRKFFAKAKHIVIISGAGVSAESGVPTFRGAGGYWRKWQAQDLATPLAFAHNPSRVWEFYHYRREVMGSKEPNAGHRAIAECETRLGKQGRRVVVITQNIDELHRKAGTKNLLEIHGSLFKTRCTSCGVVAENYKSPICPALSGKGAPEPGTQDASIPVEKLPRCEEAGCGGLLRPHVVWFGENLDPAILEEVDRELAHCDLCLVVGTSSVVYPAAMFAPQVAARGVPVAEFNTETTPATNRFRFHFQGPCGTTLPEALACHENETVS
miR-122 sensor: blocks miR-122 activity in Huh7 sensor cells | AID 602342 | activation (reporter increase), % at 12.5 µM | 0.3% of 340,000 active | Huh7 miR-122 Renilla luciferase sensor, 48 h; neutral wells = 0, positive control = 100;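 active = mean replicate activation score at least 90 and every replicate individually at or above 90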;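 also: higher luciferase means less miR-122 activity so hits act as miR-122 inhibitors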
ERp5 block: blocks human ERp5 reductase activity on insulin | 0.05% of 350,000 active | AID 651711 | ERp5 insulin aggregation, absorbance 650 nm, 90 min | inhibition, % at 9.99 µM | Q15084;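 active = mean replicate inhibition above about 25%, with every replicate also reaching it, limit read from the data, passing the limit was not always enough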
Target sequence (Q15084 whole entry, looked up): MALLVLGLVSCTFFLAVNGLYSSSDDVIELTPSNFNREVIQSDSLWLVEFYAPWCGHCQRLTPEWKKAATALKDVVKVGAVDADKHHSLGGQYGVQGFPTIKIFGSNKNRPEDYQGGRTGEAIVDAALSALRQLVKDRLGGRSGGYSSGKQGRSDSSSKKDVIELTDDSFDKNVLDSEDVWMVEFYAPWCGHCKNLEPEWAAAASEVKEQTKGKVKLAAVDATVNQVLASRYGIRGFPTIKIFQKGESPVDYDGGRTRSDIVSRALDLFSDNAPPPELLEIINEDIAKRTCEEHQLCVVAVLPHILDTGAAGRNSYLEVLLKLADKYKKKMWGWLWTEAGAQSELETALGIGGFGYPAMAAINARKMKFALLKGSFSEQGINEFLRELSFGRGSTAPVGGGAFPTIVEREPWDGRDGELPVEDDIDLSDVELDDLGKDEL
* hit, by the source's call; . = no result given; [ ] = remark or other dose.

SMILES	ARNT-TACC3 inh	Statin myotox sup	esBAF inh	Cneo AK release	SIRT5 block	miR-122 sensor	ERp5 block
C/C(=N\NC(=O)c1c(Cl)c(C)nn1C)c1cccc(NC(=O)C2CCCC2)c1	-9	-9	2	5	1	0	-5
O=C(CCC1CCCC1)Nc1ccc([N+](=O)[O-])cn1	-4	17	59*	.	.	-27	.
CC(C)CCNC(=O)CN(C)S(=O)(=O)c1cccc2nsnc12	-2	8	8	1	.	-3	.
Cc1ccc(S(=O)(=O)N(CC(O)CN2CCCCC2)c2cccc([N+](=O)[O-])c2)cc1 (stereo unspecified)	11	5	-9	0	-5	2	2
CO[C@H]1CN(C)C(=O)c2ccc(NC(=O)Nc3ccc(Cl)cc3)cc2OC[C@H](C)NC[C@H]1C	.	3	5	.	.	-16[16.7 µM]	.
CCCc1ccc(S(=O)(=O)N(C)S(=O)(=O)c2ccc(F)cc2)cc1	-3	-9	3	0	-1	0	1
COC(=O)c1ccc2nc(-c3ccccc3)c(Cc3ccsc3)n2c1	.	-7	25	0	-3	-1	4
COc1cc2cc(CN(C(=O)Nc3ccccc3)C3CCCC3)c(=O)[nH]c2cc1OC	5	-47	0	-2	.	0	.
CC(C)NCCCOc1ccc(Cl)cc1Br	-4	.	.	-1	.	5	.
Cn1c(SCC(=O)NC2CCCC2)nnc1-c1ccco1	3	-30	3	-2	1	4	3
CC(C)OCCCn1c(=N)c(S(=O)(=O)c2ccccc2)cc2c(=O)n3ccccc3nc21	0	8	-2	-2	-3	19	0
C[C@H]1CN([C@@H](C)CO)C(=O)c2cc(C#Cc3ccccc3)cnc2O[C@H]1CN(C)Cc1ccccn1	-1	-29	2	8	-6	-6[16.7 µM]	-1
CCOC(=O)c1cnc(SC2CC(=O)N(c3ccccc3)C2=O)nc1N (stereo unspecified)	-3	.	.	0	.	-19	.
O=C(CSc1nncs1)NC1CCCCCCC1	.	-6	-4	0	-2	9	2
O=C(NCCc1ccc(Cl)cc1)C1CC(=O)N(C2CCCC2)C1 (stereo unspecified)	22	7	2	0	-2	-5	-4
CCOC(=O)C1CCCN(C(=O)c2ccc(C)c(S(=O)(=O)N3CCCCC3)c2)C1 (stereo unspecified)	35	4	9	-1	-3	8	-3
N#CCC(=O)Nc1ccc(C(=O)OCC(=O)N(Cc2ccccc2)C2CCS(=O)(=O)C2)cc1 (stereo unspecified)	-7	.	.	.	-1	.	-1
CCc1nc(NCCCn2ccnc2)c2oc3ccccc3c2n1	-2	0	-2	-7	.	15	.
Cc1cc(C)c(NC(=O)/C(=C/c2ccccc2)c2ccccc2)c(C)c1	-4	.	.	.	-4	.	-1
CC(=O)Nc1ccc(S(=O)(=O)N[C@@H](C)C(=O)N(C)Cc2cccs2)cc1	2	-8	-1	0	-1	-3	-21
CC(C)CN(C[C@H]1N[C@H](CO)[C@@H]1c1ccccc1)C(=O)CN(C)C	-2	-7	-6	-11	-6	-7[16.7 µM]	-3
Cc1cc(N(CN2CCCC2=O)C(=O)c2ccccc2)no1	-7	9	-3	-1	.	5	.
O=C(OCC(=O)C12CC3CC(CC(C3)C1)C2)c1ccccc1O	-9	2	35	0	-2	-3	6
CC(C)N(Cc1cc2ccccc2[nH]c1=O)C(=O)c1ccco1	-27	.	.	.	-3	.	-6
O=C(Cn1nnc2ccccc21)Nc1ccccc1[N+](=O)[O-]	-5	-2	-1	3	-1	-5	3
Nc1c(-c2ccccc2)c(CN2CCOCC2)nn1-c1cccc([N+](=O)[O-])c1	-1	.	.	.	-2	.	-2
COc1ccc(NS(=O)(=O)c2cc(NC(=O)CCNC(C)=O)ccc2N2CCOCC2)cc1	1	.	.	.	0	.	-5
CC(C)(C)n1nnnc1C(c1cccs1)N(Cc1cccnc1)Cc1ccccc1Cl (stereo unspecified)	3	.	.	-1	.	2	.
CCCCOC(=O)CCc1n[nH]c(=O)[nH]c1=O	1	-8	-12	0	.	3	.
CCOC(=O)c1c(O)c2ccccc2n(C)c1=O	-5	15	-3	2	-2	-6	-4
CC(C)CC#Cc1cnc2c(c1)C(=O)N([C@H](C)CO)C[C@H](C)[C@@H](CN(C)C(=O)CC1CC1)O2	-3	.	-3	-1	-1	27[16.7 µM]	8
CCOC(=O)c1ccc(NC(=S)N(CCCN2CCCC2)Cc2ccco2)cc1	-8	.	.	-4	-2	-24	7
CN(C)CC(=O)Nc1ccc2cn[nH]c2c1	1	.	.	.	-3	.	6
O=C(C[C@@H]1CC[C@@H]2[C@H](COC[C@H](O)CN2C(=O)Nc2ccc(F)cc2)O1)NC1CCC1	0	11	-2	-2	-1	-4[16.7 µM]	6
O=C(/C=C/c1ccc(Cl)cc1)Nc1cc(S(=O)(=O)N2CCOCC2)ccc1N1CCOCC1	-7	-7	-7	2	2	3	0
CC(C)Oc1ccc(Br)cc1/C=N\NC(N)=S	3	.	.	1	.	-8	.
CCOc1ccccc1N(CC(=O)NC1CCCCC1)C(=O)CNC(=O)c1ccco1	-16	-1	7	0	.	3	.
COc1ccc(CNS(=O)(=O)CCNCCc2ccccc2)cc1	-8	8	3	3	.	-2	-1
C[C@@H]1CN([C@@H](C)CO)C(=O)c2cc(NC(=O)Nc3ccc4c(c3)OCO4)ccc2O[C@@H]1CN(C)C(=O)Nc1ccc2c(c1)OCO2	3	10	6	51	0	-4[16.7 µM]	-2
CCn1c(N2CCN(C(=O)C34CC5CC(CC(C5)C3)C4)CC2)nc2ccccc21	6	-18	5	-1	.	-7	.

By substructure: the compounds so far with an aryl thioether with sulfur outside any ring.
SMILES	ARNT-TACC3 inh	Statin myotox sup	esBAF inh	Cneo AK release	SIRT5 block	miR-122 sensor	ERp5 block
Cn1c(SCC(=O)NC2CCCC2)nnc1-c1ccco1	3	-30	3	-2	1	4	3
CCOC(=O)c1cnc(SC2CC(=O)N(c3ccccc3)C2=O)nc1N (stereo unspecified)	-3	.	.	0	.	-19	.
O=C(CSc1nncs1)NC1CCCCCCC1	.	-6	-4	0	-2	9	2

New compounds follow.
SMILES	ARNT-TACC3 inh	Statin myotox sup	esBAF inh	Cneo AK release	SIRT5 block	miR-122 sensor	ERp5 block
CO[C@@H]1CN(C)C(=O)c2cc(NC(C)=O)ccc2OC[C@@H](C)N(Cc2cccnc2)C[C@@H]1C	-20	-10	-2	-2	.	24[16.7 µM]	.
Nc1cccnc1Sc1cc(Cl)cc(Cl)c1	-6	.	.	-3	.	-5	.
CN(C)CC(=O)N[C@@H]1CC[C@H](CCNS(=O)(=O)c2ccccc2)O[C@H]1CO	-11	-1	-2	0	0	.	-3
CC(=O)c1ccc(OCC(O)CN2CC(C)OC(C)C2)cc1 (stereo unspecified)	-19	3	-3	1	.	-3	.
O=S(=O)(c1ccc(Cl)cc1)N1CCSC1c1ccco1 (stereo unspecified)	30	.	0	-1	.	-7	.
O=C(NC[C@H]1[C@H](c2ccccc2)[C@@H](CO)N1Cc1ccccn1)C1CC1	12	-3	2	10	1	-36[16.7 µM]	1
COc1ccc(S(=O)(=O)Nc2ccc3c(c2)CC(=O)N([C@@H](C)CO)C[C@H](C)[C@H](CN(C)S(=O)(=O)c2cccs2)O3)cc1	-3	-5	2	53	3	3[16.7 µM]	-2
CC1(C)CSC(=NCc2ccccc2)N1C(=O)c1cccc([N+](=O)[O-])c1	-3	.	.	.	0	.	-1
Cc1cc(C)c(OCC(=O)Nc2nnc(C3CC3)s2)c(C)c1	0	-6	-4	.	-2	.	0
CC(C)C1C(=O)N(Cc2cn(CC3CCCCC3)nn2)CCS(=O)(=O)N1Cc1ccc(-c2ccc(F)cc2)cc1 (stereo unspecified)	.	14	11	.	5	0	5
CC1CCCN(CCC(=O)c2ccc(Br)cc2)C1 (stereo unspecified)	-3	6	0	-1	.	-3	.
Cc1nc2scc(-c3ccc(Cl)cc3)c2c(=O)n1N	-3	.	.	.	-3	.	-1
C[C@H](CO)N1C[C@H](C)[C@@H](CN(C)CC2CC2)OCCCC[C@H](C)Oc2ccc(NC(=O)Nc3cccc4ccccc34)cc2C1=O	-1	.	-1	-2	.	4[16.7 µM]	.
CC(=O)Nc1ccc(NC(=O)CSc2nnc(C)c(=O)n2N)cc1	3	3	3	2	-2	13	-1
C=CCOc1ccccc1C1C2=C(CC(C)(C)CC2=O)Nc2c1c(=O)n(C)c(=O)n2C (stereo unspecified)	4	-1	-2	.	.	-2	.
Cc1cccc(-n2c(N)cc(=O)nc2SCC(=O)Nc2cc(C)on2)c1	22	1	-5	3	.	7	.
N#Cc1cc2c(=O)n3ccccc3nc2n(Cc2ccco2)c1=NC(=O)c1ccco1	30	.	.	.	0	.	1
CCc1nc2ccccc2c(C(=O)OCC(=O)N(CC(C)C)c2c(N)n(Cc3ccccc3)c(=O)[nH]c2=O)c1C	-1	-37	4	2	-5	-2	18
COCCN(C(=O)CCC(=O)Nc1cc(C)on1)C(C(=O)NC1CCCC1)c1ccc(C(C)C)cc1 (stereo unspecified)	0	9	2	2	1	-5	-9
CCC1CCCCN1CCCNC(=O)C1CCN(S(=O)(=O)N2CCC3(CC2)OCCO3)CC1 (stereo unspecified)	-5	9	3	0	2	2	3

Record cards, from the list above. Values in the order: ARNT-TACC3 inh	Statin myotox sup	esBAF inh	Cneo AK release	SIRT5 block	miR-122 sensor	ERp5 block
`CO[C@@H]1CN(C)C(=O)c2cc(NC(C)=O)ccc2OC[C@@H](C)N(Cc2cccnc2)C[C@@H]1C` as listed: -20	-10	-2	-2	.	24[16.7 µM]	.
`CN(C)CC(=O)N[C@@H]1CC[C@H](CCNS(=O)(=O)c2ccccc2)O[C@H]1CO` as listed: -11	-1	-2	0	0	.	-3
`CCc1nc2ccccc2c(C(=O)OCC(=O)N(CC(C)C)c2c(N)n(Cc3ccccc3)c(=O)[nH]c2=O)c1C` as listed: -1	-37	4	2	-5	-2	18
`CCC1CCCCN1CCCNC(=O)C1CCN(S(=O)(=O)N2CCC3(CC2)OCCO3)CC1` (stereo unspecified) as listed: -5	9	3	0	2	2	3
`C=CCOc1ccccc1C1C2=C(CC(C)(C)CC2=O)Nc2c1c(=O)n(C)c(=O)n2C` (stereo unspecified) as listed: 4	-1	-2	.	.	-2	.

Quoted from the listing:
SIRT5 block, N#Cc1cc2c(=O)n3ccccc3nc2n(Cc2ccco2)c1=NC(=O)c1ccco1 : 0
SIRT5 block, COCCN(C(=O)CCC(=O)Nc1cc(C)on1)C(C(=O)NC1CCCC1)c1ccc(C(C)C)cc1 (stereo unspecified) : 1
Cneo AK release, CO[C@@H]1CN(C)C(=O)c2cc(NC(C)=O)ccc2OC[C@@H](C)N(Cc2cccnc2)C[C@@H]1C : -2

(list continues)
SMILES	ARNT-TACC3 inh	Statin myotox sup	esBAF inh	Cneo AK release	SIRT5 block	miR-122 sensor	ERp5 block
COc1ccc(NS(=O)(=O)c2ccc(OC)c(N(C)S(=O)(=O)c3ccc(Cl)cc3)c2)cc1	0	1	3	1	1	25	-3
CCCn1nc(C(=O)NNC(=O)c2cccc(S(=O)(=O)NC(C)C)c2)c2ccccc2c1=O	-4	14	-5	1	-3	-7	-11
COc1ccc(S(=O)(=O)Nc2ccc3c(c2)C(=O)N([C@H](C)CO)C[C@H](C)[C@H](CN(C)S(=O)(=O)c2ccc(OC)cc2)OCCCC[C@@H](C)O3)cc1	-11	.	6	-10	.	9[16.7 µM]	.
COc1ccc(S(=O)(=O)N2CCCCC2)cc1NC(=O)CNc1ccc(F)cc1C	-1	7	3	-2	-1	-4	3
COc1ccc(-n2c(SCC(=O)Nc3ccc(C(=O)O)cc3)nnc2-c2ccccc2)cc1OC	-15	6	6	-1	-2	-5	5
Cc1ccnc(NC(=O)CCC(=O)N(CC(=O)NCc2ccccc2)Cc2ccccc2)c1	.	24	1	-1	-3	0	-5
CCc1c(C)sc(NC(=S)N2CCN(CC)CC2)c1C(=O)OC	3	.	.	.	0	.	2
O=C(COc1coc(CN2CCc3ccccc32)cc1=O)Nc1ccccc1	-5	.	.	.	-3	.	-1
